Compound activity: PubChem, several laboratories
E coli Lon inh: inhibitors of E. coli Lon protease, primary screen, biochemical, fluorescence polarization; purified E. coli Lon protease; inhibition, % at 7.94 µM; 360,000 tested, 0.42% active; AID 602123, 2011; in the data active = inhibition above about 13%, passing the limit was not always enough;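 also: 0% = enzyme with probe and DMSO and 100% = no enzyme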
PABP1 MLLE inh: inhibitors of PABP1 MLLE–PAM2 peptide binding, primary screen, biochemical, fluorescence polarization, FITC-PAM2, GST-MLLE. AID 588489, 2011. Polyadenylate-binding protein 1 (Homo sapiens), P11940. inhibition, % at 20 µM. 360,000 tested, 0.36% active; in the data active = inhibition above about 35%, passing the limit was not always enough;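 also: plate controls were DMSO wells with GST-MLLE for no effect and wells lacking GST-MLLE protein for full effect; some results filed as inactive read as strong as hits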
Target sequence (P11940 whole entry, looked up): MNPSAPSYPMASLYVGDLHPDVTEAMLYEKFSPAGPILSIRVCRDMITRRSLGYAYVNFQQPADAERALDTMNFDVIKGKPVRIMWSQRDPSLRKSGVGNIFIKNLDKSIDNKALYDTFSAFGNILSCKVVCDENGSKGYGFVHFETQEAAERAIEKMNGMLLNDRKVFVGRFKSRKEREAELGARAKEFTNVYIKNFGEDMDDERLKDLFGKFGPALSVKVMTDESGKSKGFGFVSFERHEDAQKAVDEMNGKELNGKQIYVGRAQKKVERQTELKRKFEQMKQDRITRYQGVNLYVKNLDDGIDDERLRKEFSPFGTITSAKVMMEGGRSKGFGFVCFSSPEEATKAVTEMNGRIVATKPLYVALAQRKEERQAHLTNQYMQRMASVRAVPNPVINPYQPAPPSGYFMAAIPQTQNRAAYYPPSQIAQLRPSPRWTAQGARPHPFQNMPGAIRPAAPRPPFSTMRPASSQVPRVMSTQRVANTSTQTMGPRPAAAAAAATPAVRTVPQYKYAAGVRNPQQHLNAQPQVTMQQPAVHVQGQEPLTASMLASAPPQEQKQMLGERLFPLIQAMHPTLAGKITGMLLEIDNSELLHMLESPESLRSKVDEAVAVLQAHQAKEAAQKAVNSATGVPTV
Neddyl block: inhibitors of cullin neddylation, primary screen, biochemical, TR-FRET, uHTS, NAE and Ubc12; NEDD8-conjugating enzyme Ubc12 (Homo sapiens) + NEDD8-activating enzyme E1 regulatory …; calls only at 25 µM; 360,000 tested, 0.58% active; AID 651699, 2012; in the data active = inhibition above about 36%
MT1-MMP act inh: blockers of MT1-MMP proenzyme processing, primary screen, HT1080 RFP-PRO-GFP cells, GFP/RFP fluorescence; GFP/RFP ratio fluorescence, overnight; percent of plate control window, DMSO zero; GFP/RFP ratio change, % at 20 µM; 360,000 tested, 0.061% active; AID 651647, 2012;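 active = GFP/RFP ratio change of at least 30% with cell ATP level not reduced by more than half and red fluorescence within 50% of control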; also: strong numbers were not always called active
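Assay system: HT1080 RFP-PRO-GFP cells | Dosing: 20 µM single dose, 1% DMSO | Incubation: Cells overnight before dosing, compound overnight, 37 °C, 5% CO2 | Evaluation: GFP/RFP fluorescence ratio | Control set: DMSO-only wells and HT1080 RFP-L50D-GFP cell wells as references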
CendR NRP1 mod: modulators of CendR peptide binding to NRP-1, primary screen, biochemical, fluorescence polarization, uHTS; Neuropilin-1 (Homo sapiens), O14786; FAM-RPARPAR peptide binding to NRP-1; inhibition, % at 25 µM; 360,000 tested, 0.85% active;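 active = inhibition or corrected inhibition above about 18%, plus a signal ratio from 0.5 to 1.5, limit read from the data, passing the limit was not always enough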; also: strong numbers were not always called active
MsrA act: bovine MsrA enzyme activators, primary screen, biochemical, absorbance, HTS; 360,000 tested, 0.3% active; Methionine sulfoxide reductase A (Bos taurus); AID 602163, 2012; purified bovine MsrA, absorbance read-out; activation, % at 10.6 µM; in the data active = activation above about 7.5%;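 also: 0% = vehicle and 100% = reference activator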
SKN-1 inh: suppressors of acrylamide-induced Pgst-4::GFP reporter in worms, primary screen, SKN-1 inhibitor project, whole organism, uHTS, GFP/RFP fluorescence ratio, strain VP596 | C. elegans VP596 Pgst-4::GFP/RFP ratio, 24 h | inhibition, % at 21.8 µM | 360,000 tested, 0.49% active | AID 624304, 2012;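 active = interference check ratio from 0.5 to 1.5 plus GFP to RFP signal ratio inhibition reaching or exceeding a fixed threshold, cut at about 30% in these data, passing the limit was not always enough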; also: some compounds called inactive have numbers as strong as hits
FAS-TE inh: FAS thioesterase domain inhibitors, primary screen, biochemical, fluorescence intensity, uHTS; Fatty acid synthase (Homo sapiens), P49327; recombinant FAS-TE, OMFH fluorogenic substrate, fluorescence endpoint; inhibition, % at 15 µM; 360,000 tested, 0.67% active;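 active = compounds whose normalised, plate-corrected inhibition of enzyme fluorescence in the single-dose primary screen is 50% or more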;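 also: 0% = DMSO with enzyme and 100% = substrate without enzyme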
Rin1-Abl PPI inh: inhibitors of Rin1-Abl protein binding, primary screen, biochemical, TR-FRET. 360,000 tested, 0.4% active. AID 588664, 2011. inhibition, % at 7.35 µM. Tyrosine-protein kinase ABL1 (Homo sapiens) + Ras and Rab interactor 1 (Homo sapiens), …; in the data active = inhibition above about 5%, passing the limit was not always enough
The depositor's hits bear a star; i = inactive; · = no result given.

SMILES	E coli Lon inh	PABP1 MLLE inh	Neddyl block	MT1-MMP act inh	CendR NRP1 mod	MsrA act	SKN-1 inh	FAS-TE inh	Rin1-Abl PPI inh
C=CCSc1nc2c(cnn2-c2ccccc2)c(=O)n1N	-9	-3	i	0	8	-1	-1	-3	4
COc1ccc(N(CC(O)CN2C(=O)NC(C)(C)C2=O)S(=O)(=O)c2ccc(C)cc2)cc1 (centres undefined)	-3	2	i	-1	-12	-7	-5	-5	-2
COc1cccc(-c2nc(Oc3cccc(C)c3C)c3ccccc3n2)c1O	6	3	i	3	8	-2	-3	8	1
CCc1cc2c(=O)c(-c3nc(C)cs3)coc2cc1OC(C)C(=O)NCCO (centres undefined)	1	19	i	1	3	-9	-2	-14	-2
Cc1noc(C)c1S(=O)(=O)N(C)CC(=O)NCc1ccccc1	-2	-13	i	2	15	-5	-4	-2	2
CCOC(=O)C(=O)NC(C)c1ccccc1 (centres undefined)	2	-4	i	1	12	-4	-6	-7	0
CCOC(=O)c1c(C)[nH]c2ccc(O)cc12	2	12	i	5	4	0	5	-7	3
COc1cc(C(C)=O)ccc1OCC(O)CN1CCN(c2ccc(F)cc2)CC1 (centres undefined)	-4	1	i	-2	-4	-2	-6	-5	-1
COc1ccc(/C=C/c2c(-c3ccc(OC)cc3)oc3ccccc23)cc1	6	-12	·	1	13	0	17	33	2
COC(=O)c1ccc(C(=O)Nc2ccc3c(c2)C(=O)NC3=O)cc1	1	-15	i	-1	-13	-6	0	-4	-1

4 of the compounds above, field by field:
CCc1cc2c(=O)c(-c3nc(C)cs3)coc2cc1OC(C)C(=O)NCCO (centres undefined)
  E coli Lon inh: 1; PABP1 MLLE inh: 19; Neddyl block: i; MT1-MMP act inh: 1; CendR NRP1 mod: 3; MsrA act: -9; SKN-1 inh: -2; FAS-TE inh: -14; Rin1-Abl PPI inh: -2
CCOC(=O)c1c(C)[nH]c2ccc(O)cc12
  E coli Lon inh: 2; PABP1 MLLE inh: 12; Neddyl block: i; MT1-MMP act inh: 5; CendR NRP1 mod: 4; MsrA act: 0; SKN-1 inh: 5; FAS-TE inh: -7; Rin1-Abl PPI inh: 3
Cc1noc(C)c1S(=O)(=O)N(C)CC(=O)NCc1ccccc1
  E coli Lon inh: -2; PABP1 MLLE inh: -13; Neddyl block: i; MT1-MMP act inh: 2; CendR NRP1 mod: 15; MsrA act: -5; SKN-1 inh: -4; FAS-TE inh: -2; Rin1-Abl PPI inh: 2
COc1ccc(N(CC(O)CN2C(=O)NC(C)(C)C2=O)S(=O)(=O)c2ccc(C)cc2)cc1 (centres undefined)
  E coli Lon inh: -3; PABP1 MLLE inh: 2; Neddyl block: i; MT1-MMP act inh: -1; CendR NRP1 mod: -12; MsrA act: -7; SKN-1 inh: -5; FAS-TE inh: -5; Rin1-Abl PPI inh: -2

The listing continues:
SMILES	E coli Lon inh	PABP1 MLLE inh	Neddyl block	MT1-MMP act inh	CendR NRP1 mod	MsrA act	SKN-1 inh	FAS-TE inh	Rin1-Abl PPI inh
CN(C)S(=O)(=O)c1ccc(/C(O)=C2/C(=O)C(=O)N(CCN3CCCCC3)C2c2cccnc2)cc1 (centres undefined)	-2	-2	i	0	2	-1	-3	-6	1
CSCC[C@@H](Nc1nc(-c2ccccc2)nc2c1oc1ccccc12)C(=O)O	4	-11	i	1	-10	-1	13	-2	-3
Cn1cccc1C(=O)N1CCN(c2cccc(C(F)(F)F)c2)CC1	-2	-4	i	1	-9	5	3	3	2
O=C1c2cccnc2C(=O)N1CNc1ccc(Cl)cc1	2	1	i	4	-7	-4	6	-4	3
COc1ccc(N2C(=O)NC(NC(=O)C(C)(C)C)(C(F)(F)F)C2=O)cc1 (centres undefined)	-4	7	i	0	13	-3	10	-2	1
O=C(NCc1cccnc1)c1cc(S(=O)(=O)N2CCOCC2)c(Cl)cc1Cl	6	5	i	2	0	-2	1	-12	4
COc1ccc(NS(=O)(=O)c2c(C(=O)N3CCCCCC3)c(C)n(C)c2C)cc1	1	-8	i	2	-4	-10	-23	-5	4
O=S(=O)(c1ccc(NC(=S)N2CCCCC2)cc1)N1CCCCC1	-9	-86	i	5	-10	-2	-1	-1	5
COC(=O)c1ccc(COc2cccn3c(N(C)C(=O)CCC4CCCC4)c(C)nc23)cc1	-7	8	i	-4	19	2	-4	21	1
COc1ccc(Oc2cn[nH]c2-c2ccc(O)cc2O)cc1	5	4	i	-2	4	-7	-1	-206	5
CCOc1cc(CNCc2ccncc2)cc(Cl)c1OC	2	-2	i	6	5	-7	4	-10	0
Cc1ccc(C(=O)C(C)OC(=O)CN2C(=O)NC3(CCCC3)C2=O)cc1 (centres undefined)	-9	8	i	0	11	-1	4	-6	-3
Cc1c(Br)c([N+](=O)[O-])nn1CC(=O)Nc1nccs1	6	12	i	7	7	-1	-26	0	2
COc1cc(C(C)=O)ccc1OCC(=O)Nc1ccc(C)c(S(=O)(=O)N2CCCCCC2)c1	6	0	i	13	15	-3	-4	22	4
COc1cccc(Nc2nc3ccccc3nc2NS(=O)(=O)c2cccs2)c1	3	1	·	-1	-5	-2	-3	3	0
Cc1nonc1OCCn1c([N+](=O)[O-])cnc1C	-4	4	i	4	-5	-6	-3	-8	2
CCOC(=O)c1sc(N(Cc2ccccc2)C(=O)CSc2ncn[nH]2)nc1C	-1	5	i	0	-6	-3	-8	-203	1
Cc1ccccc1NCc1ccccc1O	3	2	i	7	-12	-5	8	0	2
CCCCCNC(=O)c1ccc2c(=O)n(CC3CCCO3)c(=S)[nH]c2c1 (centres undefined)	-4	-88	i	2	-2	-1	8	-4	6
CC(=O)Nc1cccc(/C(C)=N/NC(=O)c2cccc(S(=O)(=O)N3CCOCC3)c2)c1	-1	6	i	7	3	-1	16	-3	1

By substructure, the entries above with a halogen (7)
SMILES	E coli Lon inh	PABP1 MLLE inh	Neddyl block	MT1-MMP act inh	CendR NRP1 mod	MsrA act	SKN-1 inh	FAS-TE inh	Rin1-Abl PPI inh
COc1cc(C(C)=O)ccc1OCC(O)CN1CCN(c2ccc(F)cc2)CC1 (centres undefined)	-4	1	i	-2	-4	-2	-6	-5	-1
Cn1cccc1C(=O)N1CCN(c2cccc(C(F)(F)F)c2)CC1	-2	-4	i	1	-9	5	3	3	2
O=C1c2cccnc2C(=O)N1CNc1ccc(Cl)cc1	2	1	i	4	-7	-4	6	-4	3
COc1ccc(N2C(=O)NC(NC(=O)C(C)(C)C)(C(F)(F)F)C2=O)cc1 (centres undefined)	-4	7	i	0	13	-3	10	-2	1
O=C(NCc1cccnc1)c1cc(S(=O)(=O)N2CCOCC2)c(Cl)cc1Cl	6	5	i	2	0	-2	1	-12	4
CCOc1cc(CNCc2ccncc2)cc(Cl)c1OC	2	-2	i	6	5	-7	4	-10	0
Cc1c(Br)c([N+](=O)[O-])nn1CC(=O)Nc1nccs1	6	12	i	7	7	-1	-26	0	2

The listing continues:
SMILES	E coli Lon inh	PABP1 MLLE inh	Neddyl block	MT1-MMP act inh	CendR NRP1 mod	MsrA act	SKN-1 inh	FAS-TE inh	Rin1-Abl PPI inh
Cc1cccn2c(=O)c3cc(C(=O)NC(C)C)c(=N)n(Cc4ccncc4)c3nc12	0	16	·	2	-1	4	-4	-2	-8
CN(C)Cc1csc(NC(=O)Nc2ccccc2Oc2ccccc2)n1	86*	-4	i	-10	-2	2	-14	0	-3
Cc1cc(=O)oc(C)c1C(=O)NCCc1ccc(F)cc1	-9	-7	i	3	-7	-4	9	-8	3
COC(=O)C(C)Oc1ccc2cc(-c3ccccc3)c(=O)oc2c1 (centres undefined)	5	12	·	4	18	-2	5	16	2
Cc1cc2nc(C3CCCCC3)c(Cc3ccccc3C(F)(F)F)n2c(C)c1Br	0	·	i	-9	-9	-3	3	29	·
CC(=O)Nc1cccc(Oc2ncccc2[N+](=O)[O-])c1	0	1	i	3	-1	-2	10	-7	-4
CCCNC(=O)C1(C)CCCN(C(=O)c2ccccc2OC(F)(F)F)C1 (centres undefined)	-12	-6	i	1	-5	-1	13	-4	2
CCOC(=O)c1ccc(NC(=O)N2CCCCC2)cc1	-3	-5	i	1	-1	-3	-8	-4	0
NC(=O)COC(=O)/C=C/c1ccc2ccccc2n1	12	-12	i	-11	-5	0	2	-4	-2
CCCCC1N2CC3([N+](=O)[O-])CN1CC([N+](=O)[O-])(C2)C3(C)C (centres undefined)	5	-7	i	2	-1	-11	2	-11	1
COC(=O)c1ccc(Oc2cc(C)nc(NCc3ccccc3)n2)cc1	9	-6	i	-5	0	0	-5	3	3
CCC(CC)c1nnc(NC(=O)CCc2ccccc2OC)s1	9	16	i	2	10	-1	7	-5	1
Cc1ccc(OCCNC(=O)c2ccccc2OCc2c(C)noc2C)cc1	-3	0	i	-4	13	-2	-21	9	1
Cc1[nH]c(C)c(S(=O)(=O)NCCc2ccccc2)c1C(=O)N1CCCCC1	-1	-12	i	-3	-13	-2	10	-5	5
O=C(C1=C(O)C(=O)N(Cc2cccnc2)C1c1cccc(Oc2ccccc2)c1)c1ccco1 (centres undefined)	-2	-1	i	5	-8	-3	0	0	-3
CCOC(=O)[C@]12CCCC=C1N(Cc1ccco1)C(=O)[C@H](CC(=O)N1CCSCC1)C2	-1	·	i	4	20*	-3	9	-6	·
CCN(CC(=O)Nc1ccc(OC)cc1)C(=O)Cc1coc2cc(C)c(C)cc12	-1	11	i	1	14	-3	2	8	2
COC(=O)c1c(C)nc2nonc2c1N	-7	5	·	1	-2	2	3	-6	-3
CCCCCCCCSc1nnc(/N=C/N(C)C)s1	4	-10	i	3	0	-3	13	4	-2
CCOc1ccc2oc(C(=O)O)c(C)c2c1	10	-2	i	1	11	-1	-5	-6	0
CCOC(=O)C1=C(Cn2cnc3ccccc32)NC(=O)NC1c1ccc(OC)cc1 (centres undefined)	-3	6	i	1	4	-13	11	-7	-4
CN(CC(=O)Nc1ccc2c(c1)OCCO2)S(=O)(=O)c1cccc2cccnc12	-8	-3	i	-2	0	-6	11	-5	0
O=C(Nc1ccc2c(c1)OCCO2)c1ccc2ccccc2n1	-8	3	i	-2	-12	-1	26	13	3
CC(CCc1ccccc1)NC(=O)COc1cc(F)ccc1[N+](=O)[O-] (centres undefined)	-10	10	i	3	-4	-3	-4	23	2
COCCNC(=O)C1CCCN(C(=O)c2cccnc2Oc2ccccc2)CC1 (centres undefined)	-1	-8	i	3	16	-6	2	-14	-5
Cc1cccc(C(=O)NCCNC(=O)c2ccco2)c1	-4	-8	i	1	7	-1	2	-6	0
Cn1cc([N+](=O)[O-])c(C(=O)Nc2ccc(-c3nc4ccccc4[nH]3)cc2)n1	-16	-10	i	2	-10	-2	-1	-6	2
CCOC(=O)c1sc(NC(=O)CSc2nnc(-c3ccco3)n2CC)c(C(=O)OCC)c1C	9	-22	i	-9	-9	-1	4	22	2
O=C(CN1C(=O)C(=O)c2ccccc21)c1ccccc1	3	3	i	-3	-1	-4	11	-6	-2
O=C(O)Cc1ccc(O)c(O)c1	-2	1	i	5	-4	-5	0	-6	0

Rows were taken by chance, and some 4% of all compounds hit somewhere here.
